Bioassay records: PubChem BioAssay, several laboratories
NF-kB neuron act = compounds increasing NF-kB expression in human neuronal cells | NF-kB reporter expression; stronger effect = higher value | fold change at 12.5 µM | 1.6% of 190,000 active | AID 1239; in the data active = fold change above about 3.3
STAT1 activator = STAT1 signaling activation; NIH 3T3 STAT1-luciferase reporter, IFN-gamma, luminescence; 100% = IFN-gamma alone, no compound; activation (% of control), % at 5.5 µM; 2.6% of 200,000 active;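 active = activation above the screen-wide mean activation plus 3 SD, cut at about 130% in these data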;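 note: raw ratio to IFN-gamma control signal so 100% means no change and 0% no light; values of inactives mirror those of a sister screen read the other way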
STAT1 inh = inhibitors of IFN-gamma induced STAT1 signaling; NIH 3T3 STAT1-luciferase reporter, luminescence; inhibition, % at 5.5 µM; 0.35% of 200,000 active;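 active = inhibition above a set limit, the mean inhibition across all tested compounds plus 3 SD, cut at about 34% in these data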;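 note: 0% = IFN-gamma with DMSO and 100% = IFN-gamma with 300 µM nifuroxazide; values of inactives mirror those of a sister screen read the other way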
HMGR II inh = E. faecalis class II HMG-CoA reductase inhibition; purified E. faecalis HMGR, NADPH absorbance 340 nm kinetic; inhibition, % at 10 µM; 0.41% of 190,000 active; AID 1066;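 active = inhibition above a set limit, the median over all tested compounds plus 3 SD, cut at about 9.5% in these data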;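 note: enzyme runs in reverse so mevalonate oxidation gives rising NADPH absorbance; 0% = complete reaction with DMSO and 100% = background rate lacking mevalonate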
STAT3 activator = activators of IL-6 induced STAT3 signaling; U3A cells, IL-6 STAT3-luciferase reporter, luminescence; 100% = signal with IL-6 EC80 alone; activation (% of control), % at 5.6 µM; 0.91% of 190,000 active;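 active = activation above the screen-wide mean of compound activation plus 3 SD, cut at about 130% in these data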;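 note: 0% = background luminescence of wells with medium and substrate only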
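Test system: STAT3-luciferase reporter U3A cells; Detection: reporter luminescence signal; Times: 1 h compound pre-exposure, 6 h IL-6 stimulation, 37 °C; Benchmarks: IL-6-only high control; Also added: IL-6 stimulus at 33 ng/mL final.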
TLR4 MyD88 comp = TLR4-MyD88 interaction inhibition in cells; O00206+Q99836; HeLa CL3-4 TLR4/MyD88 BLA complementation, FRET ratio; inhibition, % at 8.4 µM; 0.18% of 200,000 active; AID 861; in the data active = inhibition above about 25%;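 note: 0% = vehicle and 100% = reference inhibitor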
Target sequence (O00206 whole entry, looked up): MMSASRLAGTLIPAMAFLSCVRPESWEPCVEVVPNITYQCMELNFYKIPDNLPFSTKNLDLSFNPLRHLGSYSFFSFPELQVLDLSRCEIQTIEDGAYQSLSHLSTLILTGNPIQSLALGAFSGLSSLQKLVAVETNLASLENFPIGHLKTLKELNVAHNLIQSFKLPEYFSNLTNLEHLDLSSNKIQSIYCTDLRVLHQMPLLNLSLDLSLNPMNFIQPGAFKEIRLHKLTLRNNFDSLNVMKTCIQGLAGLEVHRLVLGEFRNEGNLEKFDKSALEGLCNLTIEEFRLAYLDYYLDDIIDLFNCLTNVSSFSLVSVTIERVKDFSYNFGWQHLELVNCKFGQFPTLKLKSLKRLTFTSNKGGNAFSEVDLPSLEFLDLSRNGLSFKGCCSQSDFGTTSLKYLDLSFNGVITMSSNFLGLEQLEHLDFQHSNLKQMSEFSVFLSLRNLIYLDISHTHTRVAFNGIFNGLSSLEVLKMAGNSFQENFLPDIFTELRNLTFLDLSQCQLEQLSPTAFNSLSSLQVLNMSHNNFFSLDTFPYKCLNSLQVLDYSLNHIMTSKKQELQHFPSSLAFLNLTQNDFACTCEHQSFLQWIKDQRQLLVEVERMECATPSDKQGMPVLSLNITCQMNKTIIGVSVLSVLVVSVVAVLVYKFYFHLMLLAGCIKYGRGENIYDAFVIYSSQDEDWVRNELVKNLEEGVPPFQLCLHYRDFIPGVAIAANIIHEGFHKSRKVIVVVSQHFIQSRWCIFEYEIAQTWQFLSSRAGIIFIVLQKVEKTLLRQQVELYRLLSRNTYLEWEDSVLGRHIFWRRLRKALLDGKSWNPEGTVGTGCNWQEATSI
Target sequence (Q99836 whole entry, looked up): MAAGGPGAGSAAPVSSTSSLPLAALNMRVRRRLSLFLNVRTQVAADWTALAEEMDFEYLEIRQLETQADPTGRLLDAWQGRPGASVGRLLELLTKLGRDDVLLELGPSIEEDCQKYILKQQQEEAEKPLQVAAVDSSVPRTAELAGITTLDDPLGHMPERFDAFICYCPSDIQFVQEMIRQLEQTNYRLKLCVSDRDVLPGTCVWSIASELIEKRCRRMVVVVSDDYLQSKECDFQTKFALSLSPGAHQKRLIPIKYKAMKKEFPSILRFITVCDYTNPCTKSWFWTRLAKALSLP
Hsp70 act = transcriptional activators of Hsp70; activation, % at 10 µM; AID 1203; HeLa Hsp70 promoter luciferase reporter, luminescence; scaled: vehicle 0, proteasome-inhibitor control 100%; 0.04% of 200,000 active;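 active = activation above the mean across all tested compounds plus 3 SD, cutoff set per campaign, cut at about 5.5% in these data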;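 note: 100% = MG132 at 30 µM as the positive control and 0% = DMSO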
DTT redox prof = compounds producing H2O2 with reducing agent – biochemical, NIH compound library profiling, artefact control for MLSCN library redox annotation, primary screen; DTT-dependent redox cycling H2O2, phenol red/HRP absorbance; 100% = 100 µM peroxide control, 0% = buffer; activation, % at 10 µM; 0.03% of 200,000 active; AID 878;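 active = activation of at least 50% relative to the plate's high and low controls in the primary single-dose screen; inactive = activation below 50%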;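 note: compound incubated with DTT at 0.8 mM final as the reducing agent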
APP 5'UTR act = activates APP 5'UTR luciferase reporter | AID 1276 | SH-SY5Y APP 5'UTR luciferase reporter, luminescence; zero percent = DMSO vehicle wells | 1% of 190,000 active | activation, % at 2 µM;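 active = activation above a set limit, based on mean plus 3 SD of controls, cut at about 140% in these data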; note: values of inactives mirror those of a sister screen read the other way
STAT3 blocker = inhibitors of IL-6 induced STAT3 signaling | AID 862 | inhibition, % at 5.5 µM | 0.89% of 190,000 active | U3A cells, IL-6 STAT3-luciferase reporter, luminescence; host cell line lacks STAT1;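 active = inhibition above the mean inhibition across all screened compounds plus 3 SD, cut at about 44% in these data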;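 note: 0% = DMSO only wells and 100% = 100 µM nifuroxazide control wells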
* hit, by the source's call; . = no result given.

Start of the listing, in advance:
SMILES	NF-kB neuron act	STAT1 activator	STAT1 inh	HMGR II inh	STAT3 activator	TLR4 MyD88 comp	Hsp70 act	DTT redox prof	APP 5'UTR act	STAT3 blocker
O=C(Nc1nccs1)Oc1ccccc1	0.92	97	3	2	99	-1	0.0	1.0	3	4
COCCSc1ccccc1C(=O)Nc1cc(C)on1	1.2	104	-4	-3	107	-5	-0.6	0.5	-18	-7
O=C(NCCN1CCOCC1)C1CCN(S(=O)(=O)N2CCCCC2)CC1	1	102	-2	2	105	2	-0.3	-0.8	2	-1

All compounds of this part, from the start:
SMILES	NF-kB neuron act	STAT1 activator	STAT1 inh	HMGR II inh	STAT3 activator	TLR4 MyD88 comp	Hsp70 act	DTT redox prof	APP 5'UTR act	STAT3 blocker
O=C(Nc1nccs1)Oc1ccccc1	0.92	97	3	2	99	-1	0.0	1.0	3	4
COCCSc1ccccc1C(=O)Nc1cc(C)on1	1.2	104	-4	-3	107	-5	-0.6	0.5	-18	-7
O=C(NCCN1CCOCC1)C1CCN(S(=O)(=O)N2CCCCC2)CC1	1	102	-2	2	105	2	-0.3	-0.8	2	-1
CCCn1c(SCC(=O)c2ccc(CC)cc2)n[nH]c1=O	1.2	98	2	-4	94	6	0.1	1.5	-11	11
Oc1oc(-c2ccc(Br)cc2)nc1C=Nc1ccc(Br)cn1	0.96	102	0	-3	96	9	-0.3	0.1	-24	9
O=C1C(=O)N(CCN2CCOCC2)C(c2ccccn2)/C1=C(/O)c1ccc(Cl)cc1 (stereo not drawn)	1.3	104	-6	2	102	6	-0.5	-0.5	-9	2
Cn1c(C(=O)O)cnc1Sc1ncc(C(F)(F)F)cc1Cl	0.99	110	-12	-4	101	2	-0.3	-1.3	2	3
CCN(Cc1ccccc1)Cc1c(F)cccc1F	0.86	101	-1	-2	98	2	-0.6	-0.2	-4	6
O=C(NNc1nc2c(F)cccc2s1)C1COc2ccccc2O1 (stereo not drawn)	1.1	97	1	2	125	8	-0.1	-0.2	-19	-28
COc1ccc(NC(=O)c2ccco2)c(NC(=O)Cc2cccs2)c1	1	102	2	-5	104	11	-0.3	0.3	.	-2
CCC(=NCCc1c(C)[nH]c2ccc(OC(F)(F)F)cc12)C1=C(O)CC(c2ccccc2)CC1=O (stereo not drawn)	1.4	107	-9	6	111	-7	-0.1	0.0	-78	-12
Cc1c(-n2c(=S)[nH]c3ccccc3c2=O)c(=O)n(-c2ccccc2)n1C	1.1	97	3	-3	101	-14	-0.4	-0.3	-13	0
CCOc1ccc(-c2c(C)n([O-])c3c([n+]2=O)CCCCC3)cc1	1.1	104	-5	2	100	16	-0.1	-0.1	6	7
O=C(NC1=NCCS1)c1ccncc1	1.2	95	5	-3	100	-2	-0.3	-1.4	9	3
COC(=O)c1oc2ccc(Cl)cc2c1NC(C)=O	1.1	99	-3	-4	96	10	-0.2	0.9	.	8
Cc1cc(Cl)ccc1OCc1nc(-c2ccncc2)no1	1.1	151*	-60	2	98	0	0.8	-0.5	96	4
COc1ccc(C(=O)N/C(=C\c2cc(OC)c(OC)cc2[N+](=O)[O-])C(=O)NCC(=O)O)cc1	1.1	97	2	-4	99	1	-0.2	-0.6	-5	3
COc1cc(OC)c(S(=O)(=O)Nc2ccccc2NC(=O)CN2CCOCC2)cc1NC(C)=O	0.95	97	2	0	104	5	-0.3	-0.2	25	-3
COc1cccc(/C=N/N2C(=O)NC3(CCCCC3)C2=O)c1O	0.87	99	1	-3	117	-3	0.0	1.0	4	-17
CCn1c(C)[n+](CCCS(=O)(=O)[O-])c2cc(Cl)c(Cl)cc21	1.1	98	2	-2	107	4	-0.3	-2.2	20	-1
CCOc1cc(CN2CCN(c3ccc(C(C)=O)cc3)CC2)ccc1OC	0.93	90	11	0	92	-2	-0.1	1.9	6	12
Cc1nonc1CN(C)C(=O)c1ccc(OC2CCN(Cc3ccccn3)CC2)cc1	0.88	100	-1	-2	94	-14	-0.1	1.7	0	17
CCc1cc2cc(C)cc(C)c2nc1SCC(=O)Nc1cc(C)on1	1.2	98	2	-6	102	-1	0.0	-0.5	19	-1
COC1=NS(=O)(=O)c2ccccc21	0.88	89	12	-3	83	-35	-0.5	0.0	-26	24
CS(=O)(=O)c1ccc2nc(NC(=O)c3ccc(Cl)nc3)sc2c1	0.71	100	0	2	92	7	-0.1	-1.9	0	14
Cc1cnc([N+](=O)[O-])n1CCOC(=O)NC(=O)c1c(F)cccc1F	1.1	99	0	-1	95	7	-0.4	-1.1	-2	10
COc1ccc(S(=O)(=O)N2CC3C4C=CC(C4)C3C2)cc1 (stereo not drawn)	0.97	99	1	0	130	4	0.2	1.1	7	-31
OC1COC(OCC2OC(OCc3ccccc3)C(O)C(O)C2O)C(O)C1O (stereo not drawn)	1.1	100	-1	3	.	6	0.0	0.4	-3	.
CCO[C@@H]1OC(C(=O)N2CCN(Cc3ccccc3)CC2)=C[C@H](C2CC2)[C@H]1CCCO	1	96	6	-3	.	2	-0.1	0.3	24	.
COc1ccc(N2C(=O)CC(S/C(N)=N/N=C(\C)c3cccs3)C2=O)cc1 (stereo not drawn)	1.1	100	-1	-5	106	-2	0.2	24	-4	-6
C/C(=C\C=C(C#N)C#N)c1cc(C#N)c(N)o1	0.91	98	-1	7	81	1	-0.4	0.2	4	27
Cn1c(C(O)c2ccccc2F)nc(Cl)c1Cl (stereo not drawn)	1.2	109	-9	-10	103	6	-0.5	1.2	22	1
CC1CCCCN1CCNC(=O)c1cc2c(=O)n(C)c3ccccc3c2n1C (stereo not drawn)	1	104	-4	2	112	-1	0.6	-2.9	7	-5
CCCCOc1cccc(C(=O)NNC(=S)NC2CCCCC2)c1	1.1	103	-3	-4	100	-6	-0.1	-0.7	.	6
CCC(CC)C(=O)Nc1ccc(S(=O)(=O)Nc2nccs2)cc1	1.1	107	-9	-3	103	-13	0.1	-0.9	-9	-2
Cc1cccc(C(=O)OC2CCN(C)CC2)c1	1.1	98	0	-6	107	11	-0.1	-0.3	19	-6
S=c1[nH]nc(-c2cccs2)n1/N=C/c1cccs1	0.93	99	0	-4	109	-15	0.0	0.1	2	-9
CCCCNC(=O)c1nn(-c2ccccc2OC)c(=O)c2ccccc12	1	94	8	-2	105	26*	-0.3	-2.8	4	1
O=c1cc(N2CCCCC2)c2ccccc2o1	0.96	104	-6	-9	103	-2	-0.3	-0.5	2	-1
CCn1c(CNc2nc(-c3ccccc3)cs2)nnc1SCC(=O)NCc1ccco1	0.94	101	-1	1	106	-9	-0.1	1.5	-3	-4
CN1/C(=C\C(=O)C[n+]2ccc3ccccc3c2)C(C)(C)c2ccccc21	0.79	95	6	3	41	1	-0.4	-0.4	20	73*
CCOC(=O)N/N=C(C)/C=C/c1ccco1	1.3	103	-4	5	102	-1	-0.5	0.1	7	-5
OCC1(CCc2ccccc2)CCN(Cc2cc(F)ccc2-n2cccn2)CC1	0.91	95	4	-4	102	11	-0.2	0.7	-4	0
CCC(=O)N1CCc2cc(Br)cc(S(=O)(=O)CCC(=O)NCCOC)c21	1.1	101	-1	-2	101	11	-0.3	0.4	-8	-5
COc1ccccc1N1C(=O)c2cccc3c(C(=O)O)ccc(c23)C1=O	1.2	90	11	-4	100	-17	-0.4	0.0	-5	6
O=C(CCN(CCO)Cc1ccccc1)Nc1ccc(Br)cc1	1.1	101	-1	-3	115	-3	-0.1	1.6	-5	-14
O=C(CC1CCS(=O)(=O)C1)NC1CCCCC1 (stereo not drawn)	0.99	102	-2	-2	97	6	0.2	-0.2	8	8
O=c1cc(CSc2nnc(NC3CCCCC3)s2)nc2sccn12	0.93	100	0	-3	99	0	-0.1	-0.4	2	10
CCOc1ccccc1NC(=O)Cn1nnc(C(=O)Nc2ccccc2Cl)c1N	1.1	98	2	0	102	2	0.1	0.1	1	3
CN1C(=O)c2ccc(NC(=O)c3c(F)c(F)c(F)c(F)c3F)cc2C1=O	1.2	95	5	-2	89	-4	-0.1	-0.5	2	14
CCOC(=O)c1c(C)[nH]c(C)c1C(=O)COC(=O)c1cc(OC)cc(OC)c1	0.57	102	-4	1	107	0	0.0	-0.5	7	-3
Cc1cccc(OCCNC(=O)c2cccc(Oc3ccc(C(F)(F)F)cc3[N+](=O)[O-])c2)c1	2	98	2	-4	88	1	-0.2	0.4	-6	17
CCC(C)NC(=O)C1c2ccccc2C(=O)N(c2ccc(OC)cc2)C1c1ccc(OC)cc1 (stereo not drawn)	1.1	102	-3	0	113	2	-0.3	-0.1	7	-9
CCC(=O)Nc1cccc(NC(=S)NC(=O)c2ccc(Cl)cc2Cl)c1	1.3	122	-25	0	103	1	0.1	-0.3	19	-5
CSc1nc2ccccc2n1C(=O)NC1CCCCC1	1.1	91	10	-1	95	-3	-0.4	2.1	.	12
Cn1c(=O)c2c(nc(N3CCOCC3)n2CCSc2ncccn2)n(C)c1=O	1	110	-11	-5	101	-2	0.1	0.1	3	8
Cc1ccc(/C=C/C(=O)N2CCN(c3ccc(F)cc3)CC2)o1	1.1	94	6	2	106	-2	-0.4	-0.6	10	-5
COc1ccc(C2CC3(CC(C)(C)NC(=O)N3)Oc3cc(O)ccc32)cc1 (stereo not drawn)	1.2	102	-2	5	211*	1	-0.3	3.2	4	-125
O=C(O)CSc1nnc(-c2ccccc2)o1	0.93	100	0	-11	110	19	0.1	1.3	-4	-6
COc1ccc(NC(=O)C2CCCN(S(=O)(=O)c3ccc(C)cc3)C2)cc1OC (stereo not drawn)	1.1	92	9	1	94	-7	0.4	0.5	-16	10

Continuation.
SMILES	NF-kB neuron act	STAT1 activator	STAT1 inh	HMGR II inh	STAT3 activator	TLR4 MyD88 comp	Hsp70 act	DTT redox prof	APP 5'UTR act	STAT3 blocker
CCOc1ccc(NC(=O)CSc2nccn2C)cc1	1.7	116	-19	-5	104	22	0.1	0.7	46	-1
COC(=O)COc1ccc(C)cc1-n1nc2ccccc2n1	1.1	93	5	2	107	7	-0.4	0.0	-1	-5
Cc1cc(C)c(NC(=O)c2ccc(S(=O)(=O)N3CCOCC3)cc2)c(C)c1	1.3	95	5	-3	103	4	0.0	-0.9	.	6
Cc1ccc(C(=O)OCC(=O)NCc2cccs2)c(C)c1	1.6	107	-7	-3	113	-1	-0.1	-1.7	26	-16
CCOC(=O)c1cccc(NC(=O)CN(c2ccc(OC)cc2)S(=O)(=O)c2c(C)noc2C)c1	0.64	101	-1	-5	101	14	-0.3	-3.0	3	6
CCNC(=O)COc1cccc2ccccc12	1.1	102	-2	-7	110	11	-0.2	0.1	-6	-3
COc1cccc2c1OC1(C)CC2NC(=O)N1Cc1ccccc1 (stereo not drawn)	1	97	3	-12	103	2	-0.3	-2.6	7	-2
CC(C)NC(=O)NC(=O)COC(=O)c1cccc(S(=O)(=O)N2CCCCC2)c1	1.3	104	-4	-2	107	-10	-0.5	0.0	16	-7
OCCC1CN(Cc2cccn2-c2nccs2)CCN1CCc1ccccc1 (stereo not drawn)	1	93	6	-7	99	10	0.4	-1.3	-12	6
